Screens from PubChem BioAssay.
EBV gp42 inh: inhibitors of Epstein-Barr virus glycoprotein 42; inhibition, % (tested at 21.74 µM); Fluorescence polarization binding assay, mP read-out; 220,000 tested, 0.42% active; AID 1085; in the data active means inhibition above about 50%
Rad51 HR inh: Rad51 (human) homologous recombination inhibition; Q06609; hRad51 DNA strand exchange, fluorescence dequenching; inhibition, % at 10 µM; 200,000 tested, 0.085% active; AID 1385;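 active means inhibition above 40% at the single screening dose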;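 further: 0% = DMSO control wells and 100% = blanks with heterologous ssDNA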
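material = hRad51 filaments on single-stranded DNA | reagent = Donor/quencher-labelled 47-bp dsDNA substrate | compound = 10 µM final, single point | schedule = strand-exchange reaction 15 min at room temperature | measured by = fluorescein emission 520 nm, excitation 485 nm | read-out basis = % inhibition versus plate control and blank means | benchmarks = plate controls and plate blanks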
Furin inhibitor: human furin inhibition; P09958; purified furin, fluorogenic substrate cleavage; inhibition, % at 30 µM; 220,000 tested, 0.061% active; in the data active means inhibition above about 25%; further: inactives centre near -15
Target sequence (P09958 108-714 limits assumed): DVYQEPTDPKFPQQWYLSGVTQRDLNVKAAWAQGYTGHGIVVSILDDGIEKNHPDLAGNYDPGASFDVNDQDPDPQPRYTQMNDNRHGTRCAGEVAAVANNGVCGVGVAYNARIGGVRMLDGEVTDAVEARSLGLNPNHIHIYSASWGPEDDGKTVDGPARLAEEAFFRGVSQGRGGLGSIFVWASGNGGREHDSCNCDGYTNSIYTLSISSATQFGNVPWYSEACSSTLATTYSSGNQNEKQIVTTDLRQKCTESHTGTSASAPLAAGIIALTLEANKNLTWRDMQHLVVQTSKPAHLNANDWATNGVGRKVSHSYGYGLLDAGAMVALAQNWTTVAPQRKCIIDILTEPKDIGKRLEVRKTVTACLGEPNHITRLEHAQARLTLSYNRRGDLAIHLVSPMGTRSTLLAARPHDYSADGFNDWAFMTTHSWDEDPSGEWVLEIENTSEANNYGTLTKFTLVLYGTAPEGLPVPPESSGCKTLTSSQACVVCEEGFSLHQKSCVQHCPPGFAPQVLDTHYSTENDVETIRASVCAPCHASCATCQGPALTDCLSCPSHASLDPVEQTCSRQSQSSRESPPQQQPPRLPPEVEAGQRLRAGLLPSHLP
hK5 inh: kallikrein 5 (human) inhibition | Q9Y337 | recombinant hK5, fluorogenic AMC substrate cleavage | inhibition, % at 5 µM | 210,000 tested, 0.59% active | AID 873;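 active means inhibition of 40% or more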;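 further: 0% = enzyme controls without compound and 100% = no-enzyme blanks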
Target sequence (Q9Y337 67-293 limits assumed): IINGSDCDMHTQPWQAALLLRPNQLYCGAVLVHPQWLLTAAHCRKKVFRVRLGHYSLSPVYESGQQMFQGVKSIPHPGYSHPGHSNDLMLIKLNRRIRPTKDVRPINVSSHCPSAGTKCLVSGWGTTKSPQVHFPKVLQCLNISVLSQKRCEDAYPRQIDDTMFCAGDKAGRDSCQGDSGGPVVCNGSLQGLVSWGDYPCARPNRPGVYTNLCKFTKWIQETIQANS
eIF4E-4G inh: eIF4E/eIF4G interaction inhibition in translation initiation. inhibition, % at 21.7 µM. TR-FRET eIF4E-eIF4GI(517-606) binding, 2 h. P63073+Q04637. 220,000 tested, 0.37% active;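 further: 0% = full FRET control wells and 100% = background wells lacking eIF4GI fragment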
p47phox inh: blocks human p47phox regulatory protein of NADPH oxidases | P14598 | inhibition, % at 24.7 µM | 220,000 tested, 0.53% active | AID 1274 | p47phox/p22phox peptide binding, fluorescence polarization, 2 h;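 further: 0% = p47phox with labelled peptide and 100% = labelled peptide alone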
14-3-3 Bad PPI: disrupts binding of bovine 14-3-3 zeta to phospho-Bad peptide. P63103. TR-FRET 14-3-3zeta/Dy647-pBad peptide displacement, 1 h. inhibition, % at 21.7 µM. 220,000 tested, 0.71% active;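 active means inhibition above about 70%, limit read from the data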;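 further: 0% = full 14-3-3 plus peptide FRET controls and 100% = background without 14-3-3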
Thrombin inh: thrombin (human) inhibition; AID 1046; 220,000 tested, 0.26% active; inhibition, % at 5 µM; alpha-thrombin, Boc-VPR-AMC fluorogenic substrate cleavage;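 active means inhibition at or above 40%; inactive means inhibition below 40%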;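 further: 0% = enzyme with no compound and 100% = wells without enzyme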
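System: Human alpha-thrombin protein | Medium: pH 7.5 Tris (50 mM) with NaCl 150 mM, Tween 20 0.05% | Times: Enzyme reaction carried out at room temperature | Detection: AMC fluorescence, 355/460 nm | Evaluation: Percent inhibition scaled between no-compound controls and no-enzyme blanks | Benchmarks: Enzyme without compound as high, wells lacking enzyme as low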
Cl transport mod: KCC2 (human) Cl- transport modulation; Q9H2X9; KCC2 cells, thallium flux FluoZin-2 fluorescence; B-score of Tl+ flux slope (higher = more flux/activation; lower = inhibition) at 10 µM; 190,000 tested, 2.2% active;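 active means thallium flux slope and its plate-corrected score both differing from the plate sample mean at a set confidence after two filtering rounds, in either direction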;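 further: slope of fluorescence scaled to starting intensity during 10 to 20 s after thallium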
* = called active by the depositor; nt = not tested or not shown; [ ] = remark or other dose.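 How the source made its calls, unless noted: active means inhibition above about 30% (limit read from the data); inactive means the rest.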

SMILES	EBV gp42 inh	Rad51 HR inh	Furin inhibitor	hK5 inh	eIF4E-4G inh	p47phox inh	14-3-3 Bad PPI	Thrombin inh	Cl transport mod
Cc1ccc(NS(=O)(=O)c2cc(NC(=O)c3cc4c(s3)CCCC4)ccc2C)c(C)c1	-24	nt	-20	-22	5	-42	0	-7	-1.6
N#C/C(=C\c1ccc(N2CCOCC2)o1)C(=O)N1CCOCC1	-330	-193	22	-16	1	-5	-20	-6	0.081
COc1ccc(S(=O)(=O)N2CCC(C(=O)NCC3CCCO3)CC2)cc1 (stereo unspecified)	-4	-1	-24[20 µM]	6	1[fluorescence artefact?]	-3	-3	-2	0.34
COc1ccc(S(=O)(=O)N2CCc3ccccc32)cc1C(=O)OCC(=O)c1c(N)n(C)c(=O)n(C)c1=O	-9	nt	-12	nt	3	-17	-1	3	-0.026
O=C(CCl)N1c2ccccc2OCC1c1ccccc1 (stereo unspecified)	-2	14	-14	-9	2	-8	2	4	-0.48
CCOC(=O)CC1COCCN1Cc1cn[nH]c1-c1cc(OC)c(OC)c(OC)c1 (stereo unspecified)	-19	nt	-6	-1	5	-5	-8	-7	0.028
CC(=O)NCCn1c(SCC(=O)NCC2CCCO2)nc2ccccc2c1=O (stereo unspecified)	-1	8	-10[20 µM]	-1	-3[fluorescence artefact?]	5	-2	-6	-0.71
CN(C)CCCNC(=O)c1cc(S(=O)(=O)N2CCOCC2)ccc1F	-6	4	-5[20 µM]	-25	0[fluorescence artefact?]	-11	-16	-11	-0.1
CC1CCCC(NC(=O)C2CCCN2S(=O)(=O)c2cccc3nsnc23)C1C (stereo unspecified)	-17	-9	-5	-9	-5	-8	1	-4	nt
NC(=O)[C@H]1CC2(CC(c3cccc(NC(=O)COc4ccc(Cl)cc4)c3)=NO2)CN1C(=O)c1ccccc1C(=O)c1ccccc1 (stereo partly specified)	-2	-3	-29	3	-10	-24	0	1	0.42
O=C(NCCCn1ccnc1)c1cccc(S(=O)(=O)N2CCCCCC2)c1	-7	-6	-16[20 µM]	-2	-12[fluorescence artefact?]	-10	-7[fluorescence artefact?]	-2	0.11
CCCCOc1ccc(C(=O)Nc2ccc(N3CCN(C(=O)C(C)C)CC3)cc2)cc1	-17	7	13[20 µM]	-20	-10	-21	-3[fluorescence artefact?]	-6	1
CS(=O)(=O)N(Cc1ccc(C(=O)NCCSc2ccccn2)cc1)c1ccccc1	-18	-8	-11	-22	-1	-22	-16	1	0.047
Cc1ccc(NC(=O)C(=O)NCCN2CCN(S(=O)(=O)c3ccccc3)CC2)cc1C	8	-5	-6	5	-2	2	-1	nt	1.3
Cc1ccc(N(Cc2ccc(C(=O)NN=C3CCN(C)CC3)cc2)S(C)(=O)=O)cc1C	-20	4	6	-26	-1	-7	-14[fluorescence artefact?]	1	-0.018
COc1ccc(Nc2n[nH]c(C)c2[N+](=O)[O-])cc1	-7	-4	-8	5	0	-1	-13	-1	-0.015
Cc1ccc(S(=O)(=O)Nc2ccc3c(c2)c2c(n3S(=O)(=O)c3ccc(C)cc3)CCCC2=O)cc1	8	-16	-14	68*	4	-17	6	27	0.2
Cc1ccc([N+](=O)[O-])cc1S(=O)(=O)N1CCN(C)CC1	-2	-5	-9	-4	0	-1	-2	nt	-0.065
COc1ccc(OCC(=O)NNC(=O)c2cccc(O)c2)cc1	-13	nt	-28	nt	3	-10	-7	0	-0.047
Cc1cc(=O)[nH]c(-n2[nH]c3c(c2=O)CCCC3)n1	-1	-2	-18	-61	-7	-7	13	4	-0.64

Next section, overlapping the part above by 4 compounds.
SMILES	EBV gp42 inh	Rad51 HR inh	Furin inhibitor	hK5 inh	eIF4E-4G inh	p47phox inh	14-3-3 Bad PPI	Thrombin inh	Cl transport mod
Cc1ccc(S(=O)(=O)Nc2ccc3c(c2)c2c(n3S(=O)(=O)c3ccc(C)cc3)CCCC2=O)cc1	8	-16	-14	68*	4	-17	6	27	0.2
Cc1ccc([N+](=O)[O-])cc1S(=O)(=O)N1CCN(C)CC1	-2	-5	-9	-4	0	-1	-2	nt	-0.065
COc1ccc(OCC(=O)NNC(=O)c2cccc(O)c2)cc1	-13	nt	-28	nt	3	-10	-7	0	-0.047
Cc1cc(=O)[nH]c(-n2[nH]c3c(c2=O)CCCC3)n1	-1	-2	-18	-61	-7	-7	13	4	-0.64
CC(=O)Nc1cc(S(=O)(=O)Nc2ccc(C)cc2)c(C)cc1C	0	-3	-17[20 µM]	0	-3	-5	-21[fluorescence artefact?]	-5	nt
Cc1cc(N2CCN(c3ccccc3)CC2)n2cc(-c3ccccc3)nc2n1	-3	4	0[20 µM]	0	1	-2	4	-3	-0.46
Cc1ccc(Cl)cc1NC(=O)N[C@@H](C)C(=O)O	-6	8	-18[20 µM]	12	5[fluorescence artefact?]	-13	-5[fluorescence artefact?]	-9	-0.02
COc1cccc(OC)c1NC(=O)CN1CCC(NC(=O)c2cccc(F)c2)CC1	-1	-10	-16[20 µM]	10	1[fluorescence artefact?]	13	-12[fluorescence artefact?]	27	-0.001
O=C1CCc2cc(S(=O)(=O)NC(Cc3ccccc3)C(=O)NCCC3=CCCCC3)ccc2N1 (stereo unspecified)	-10	-4	-12	0	-4	-8	-7	1	nt
COc1ccc(CNC(=O)COC(=O)c2c(-c3c(F)cccc3Cl)noc2C)cc1OC	-15	-8	-11[20 µM]	7	-1	-7	-2	2	-0.34
CC(=O)c1cccc(NC(=O)c2csc3c2CCCCC3)c1	3	-3	-28	0	0	-4	-14	15	1.9
COc1ccccc1/C=C/C(=O)NCC(=O)n1nc(C)cc1C	-15	19	-11	-2	1	-8	-5	-4	0.22
Nc1ccc(C(=O)Oc2ccc([N+](=O)[O-])cc2)cc1	-2	15	-10	0	-3	-11	2	-1	-0.45
C=C(C)Cn1c(SCC(=O)N/N=C/c2cccc(O)c2)nc2ccccc2c1=O	-1	10	-13	-6	-3[fluorescence artefact?]	1	3	-15	-0.82
Cc1nnc(SCC(=O)Nc2ncc3c(n2)CCCC3=O)s1	-13	12	-16	-3	2	-6	-3	2	1.4
COc1ccc2c(c1)c1c(n2C(C)=O)C(OC(C)=O)=NCC1	-4	-11	-10[20 µM]	23	13	-2	-8	-6	nt
CC(C)=CC(=O)Nc1ccccc1Br	-2	0	-11[20 µM]	-9	-16	-11	11[fluorescence artefact?]	-6	1
Cn1c(CCN2CCCCC2)nc2cc(NS(=O)(=O)c3ccc(F)cc3)ccc21	-3	-4	-26	4	10	-8	-7	-1	0.051
S=C(NCCc1ccccc1)NCc1cccs1	-21	9	-4	-15	-3	-1	2[fluorescence artefact?]	-6	-4.4*
O=C(Nc1nc(-c2ccc(Cl)cc2)cs1)NC1CCCCC1	-11	23	-26	-17	16	-15	-3	-2	0.025
CCCCOC(=O)c1[nH]c(C)c(C(=O)OC)c1C	12	-3	-17	10	1	-5	9	-2	-0.62
CCOc1ccc(S(=O)(=O)NCC2CCCO2)c2cccnc12 (stereo unspecified)	-17	11	4[20 µM]	3	-5	-10	2	-6	0.47
N#CCC(=O)N/N=C/c1cc(-c2ccccc2)n(-c2ccc(Cl)cc2)c1-c1ccccc1	-26	12	-15	-2	3	-11	-13	-7	nt
NCc1oc(-c2ccccc2)cc1C(=O)O	-5	-5	-11	1	-4	-9	10	4	0.27

Rewritten in CSV form: entries from further up
SMILES,EBV gp42 inh,Rad51 HR inh,Furin inhibitor,hK5 inh,eIF4E-4G inh,p47phox inh,14-3-3 Bad PPI,Thrombin inh,Cl transport mod
Cc1ccc([N+](=O)[O-])cc1S(=O)(=O)N1CCN(C)CC1,-2,-5,-9,-4,0,-1,-2,nt,-0.065
COc1ccc(OCC(=O)NNC(=O)c2cccc(O)c2)cc1,-13,nt,-28,nt,3,-10,-7,0,-0.047

More results follow:
SMILES	EBV gp42 inh	Rad51 HR inh	Furin inhibitor	hK5 inh	eIF4E-4G inh	p47phox inh	14-3-3 Bad PPI	Thrombin inh	Cl transport mod
CCOC(=O)c1cc(-c2ccccc2)sc1NC(=O)c1ccc(OC)c(OC)c1	-6	-8	-21	-10	0[fluorescence artefact?]	15	10	11	0.16
O=C(NCC(c1cccs1)N1CCOCC1)c1cccc([N+](=O)[O-])c1 (stereo unspecified)	10	5	3	-8	2[fluorescence artefact?]	5	8[fluorescence artefact?]	-13	0.72
CCOC(=O)c1c(NC(=O)c2ccc(N3CCOCC3)c([N+](=O)[O-])c2)sc(C)c1C	-15	-15	-7	1	3[fluorescence artefact?]	-2	8[fluorescence artefact?]	0	-0.48
Cc1cc(OC(=O)c2cccs2)ccc1C(C)C	-18	9	-4[20 µM]	-11	-8	-4	-9	3	-0.033
O=C1c2ccccc2CCC12N=NCC2c1ccc(Cl)cc1 (stereo unspecified)	-1	6	-17[20 µM]	1	4	-9	-8	-1	0.17
Cc1nc(N2CCN(C(=O)COc3ccccc3)CC2)c2c(C)c(C)sc2n1	-6	3	-11[20 µM]	5	3	4	-2	0	nt
CCOC(=O)CSc1nc2c(sc3ccccc32)c(=O)n1CCCN1CCOCC1	-12	8	-20[20 µM]	-16	-3	-8	2	-2	-1.2
COCCn1c(=S)[nH]c2cc(OC)c(OC)cc2c1=O	-13	2	0[20 µM]	-14	8	-1	-10[fluorescence artefact?]	2	-0.48
CC(NC(=O)c1ccc2c(c1)OCCO2)C(=O)O (stereo unspecified)	-3	2	-13	-10	-2	-9	-12	-3	0.44
CS(=O)(=O)N(CC(=O)Nc1cccc([N+](=O)[O-])c1)c1cccc(F)c1	-7	nt	-21	nt	1	-1	-10	-4	0.37
CCOC(=O)CC(=O)CSc1nccc(-c2cccnc2)n1	-19	-21	-21	2	-1	-3	5	0	0.25
Cc1cccc(C)c1NC(=O)CNC(=O)CCC(=O)c1cccs1	-13	3	6	-15	-5	-14	-12	-11	-0.33
COC(=O)c1cc(C(=O)NCc2ccccc2)c(=O)[nH]c1C	-34	36	-31	-1	8	-9	-11	-1	-0.24
COc1cccc(N2CCN(CC(=O)Nc3ccc(SC(F)F)cc3)CC2)c1	1	-7	-14	-3	5	0	-4	-13	0.18

Results in eIF4E-4G inh, hK5 inh and Cl transport mod, for 7 of the compounds above:
Structure,eIF4E-4G inh,hK5 inh,Cl transport mod
CS(=O)(=O)N(Cc1ccc(C(=O)NCCSc2ccccn2)cc1)c1ccccc1,-1,-22,0.047
Cc1ccc(NC(=O)C(=O)NCCN2CCN(S(=O)(=O)c3ccccc3)CC2)cc1C,-2,5,1.3
Cc1ccc(N(Cc2ccc(C(=O)NN=C3CCN(C)CC3)cc2)S(C)(=O)=O)cc1C,-1,-26,-0.018
COc1ccc(Nc2n[nH]c(C)c2[N+](=O)[O-])cc1,0,5,-0.015
Cc1ccc(S(=O)(=O)Nc2ccc3c(c2)c2c(n3S(=O)(=O)c3ccc(C)cc3)CCCC2=O)cc1,4,68*,0.2
Cc1ccc([N+](=O)[O-])cc1S(=O)(=O)N1CCN(C)CC1,0,-4,-0.065
COc1ccc(OCC(=O)NNC(=O)c2cccc(O)c2)cc1,3,nt,-0.047
